Screening data deposited in PubChem by National Center for Advancing Translational Sciences (NCATS).
POLH inh: blocks human DNA polymerase eta activity; Q9Y253; recombinant Pol eta, fluorescent DNA replication assay; Potency, µM (top dose mostly 114 µM), without a hit: at the top dose activity change, negative = inhibition, hits mostly inhibitors; 390,000 compounds, 1.2% hits; AID 588591; also: potency is read from the fitted curve at half-maximal effect; % is scaled to controls: 0 for no effect and ±100 for the full control effect
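Pol eta (10 nM) was preincubated with compounds for 15 min at room temperature, after which fluorescent replication substrate (50 nM final) was added to start the reaction. Fluorescence was read kinetically at 0 and 10 min.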
PI4K2A inh: inhibitors of human PI4K2A | Q9BTU6 | activity change, negative = inhibition, % at 76.9 µM | AID 1346378 | 420,000 compounds, 0.13% hits | purified PI4K2A, ADP-Glo luminescence, 1 h; stronger effect = lower value; in the data active = activity change below about -50%; inconclusive = mostly about -30% to -49%;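 also: -100% = wells without enzyme as full effect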
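Compounds are screened against recombinant PI4K2A using PI as substrate and ATP, the latter dispensed at 300 microM. Reactions run one hour at ambient temperature before ADP-Glo detection; full inhibition defined by wells lacking enzyme.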
JMJD2A Tudor: blocks the human JMJD2A Tudor domain. AlphaScreen JMJD2A-Tudor / H3K4me3 peptide binding. 390,000 compounds, 4.4% hits. Potency, µM (doses to about 114 µM), for inactives: top-dose activity change, negative = inhibition, hits mostly inhibitors. O75164. AID 504339; also: potency is read from the fitted curve at half-maximal effect; % is scaled to controls: 0 for no effect and ±100 for the full control effect; nearly all actives have a fitted effect of over 50% in size
GLS inh: glutaminase GLS (human) inhibition; GLS enzymatic activity, qHTS titration; O94925; 410,000 compounds, 0.21% hits; Potency, µM (doses to about 45.5 µM), inactives show top-dose activity change, negative = inhibition, usual class: inhibitors; also: potency is read from the fitted curve at half-maximal effect; % is scaled to controls: 0 for no effect and ±100 for the full control effect
Target sequence (O94925 whole entry, looked up): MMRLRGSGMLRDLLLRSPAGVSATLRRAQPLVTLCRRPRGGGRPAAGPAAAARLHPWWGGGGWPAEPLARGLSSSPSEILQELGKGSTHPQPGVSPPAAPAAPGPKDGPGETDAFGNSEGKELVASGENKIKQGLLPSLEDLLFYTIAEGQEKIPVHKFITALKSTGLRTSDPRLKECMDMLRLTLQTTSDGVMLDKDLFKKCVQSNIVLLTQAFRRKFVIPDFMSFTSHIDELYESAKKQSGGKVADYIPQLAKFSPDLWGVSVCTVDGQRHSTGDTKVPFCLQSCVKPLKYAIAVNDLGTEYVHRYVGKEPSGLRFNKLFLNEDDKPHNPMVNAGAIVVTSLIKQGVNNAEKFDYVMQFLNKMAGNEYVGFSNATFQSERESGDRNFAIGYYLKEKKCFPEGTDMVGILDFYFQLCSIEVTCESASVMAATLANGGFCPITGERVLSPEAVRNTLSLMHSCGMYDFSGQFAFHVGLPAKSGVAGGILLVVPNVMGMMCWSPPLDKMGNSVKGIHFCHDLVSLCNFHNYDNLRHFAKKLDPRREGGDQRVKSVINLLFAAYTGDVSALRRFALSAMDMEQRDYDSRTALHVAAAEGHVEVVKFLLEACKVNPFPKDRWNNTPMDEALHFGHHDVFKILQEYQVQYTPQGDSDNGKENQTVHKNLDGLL
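hKGA; 45 mM KH2PO4 pH 8.2 + 0.02% Tween-20; cpd via pin tool; 1 mM Gln soln; GluOx/HRP/Amplex Red; RT 30 min; fluor. t0 & final.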
Pin1 inhibitor: inhibitors of human Pin1. Potency, µM (doses to about 115 µM), for inactives: at the top dose activity, negative = inhibition, actives largely listed as inhibitors. AID 504891. 390,000 compounds, 0.009% hits. Pin1 FP peptide displacement, HiFluor488, 10 min. Q13526; active = well fitted inhibition curve with a large enough effect in the polarisation, with a control signal flat, not every such curve was filed as active; inconclusive = small, poorly fitted or top-dose-only effect, or effect the other way, or a change in a side signal; inactive = no such curve, though single readings can be large or run the other way; the % refers to the polarisation; also: potency is read from the fitted curve at half-maximal effect; % is scaled to controls: 0 for no effect and ±100 for the full control effect
Target sequence (Q13526 whole entry, looked up): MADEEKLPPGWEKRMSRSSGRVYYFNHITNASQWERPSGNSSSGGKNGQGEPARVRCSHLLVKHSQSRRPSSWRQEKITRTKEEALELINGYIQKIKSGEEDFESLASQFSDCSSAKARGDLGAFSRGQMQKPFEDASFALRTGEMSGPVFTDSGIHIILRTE
HP1b binding inh: HP1-beta chromodomain-methylated histone interaction inhibition. P83916. AlphaScreen HP1-beta / biotin-H3K9me3 peptide binding. Potency, µM (highest dose often 114 µM), without a hit: at the highest dose activity change, negative = inhibition, actives largely listed as inhibitors. 390,000 compounds, 0.56% hits. AID 540317; also: potency is read from the fitted curve at half-maximal effect; nearly all actives have a fitted effect of over 70% in size; inactives centre near 23
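AlphaScreen: HP1-beta (50 nM) preformed 30 min with biotin-H3(1-18)K9me3 peptide (50 nM) in PBS pH 7.4, 0.01% Tween-20. Compound added for 30 min at RT, then streptavidin donor/nickel chelate acceptor beads (10 ug/mL) for 30 min.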
PGK inhibitor: inhibitors of T. brucei phosphoglycerate kinase; P07378; PGK/GAPDH coupled, Kinase-Glo luminescence, 60 min; Potency, µM (highest dose often 57.5 µM), without a hit: at the highest dose activity change, negative = inhibition, actives largely listed as inhibitors; AID 602233; 380,000 compounds, 0.043% hits; also: potency is read from the fitted curve at half-maximal effect; % is scaled to controls: 0 for no effect and ±100 for the full control effect; nearly all actives have a fitted effect of over 60% in size
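Recombinant glycosomal PGK reaction used 1,3-bisphosphoglycerate generated in-well by GAPDH (100nM final) in 100mM TEA pH 7.6, 5mM MgCl2, 0.01% Tween-20. After 60 minutes at room temperature, ATP was read by Kinase-Glo Plus luminescence end-point.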
G9a block: G9a (human) methyltransferase inhibition; Potency, µM (doses to about 102 µM), for the others: at the highest dose activity, negative = inhibition, hits mostly inhibitors; G9a H3K9 monomethylation, AlphaScreen, 2 h; 350,000 compounds, 8.8% hits; Q96KQ7; also: potency is read from the fitted curve at half-maximal effect; % is scaled to controls: 0 for no effect and ±100 for the full control effect; nearly all actives have a fitted effect of over 75% in size
Target sequence (Q96KQ7 913-1193 limits assumed): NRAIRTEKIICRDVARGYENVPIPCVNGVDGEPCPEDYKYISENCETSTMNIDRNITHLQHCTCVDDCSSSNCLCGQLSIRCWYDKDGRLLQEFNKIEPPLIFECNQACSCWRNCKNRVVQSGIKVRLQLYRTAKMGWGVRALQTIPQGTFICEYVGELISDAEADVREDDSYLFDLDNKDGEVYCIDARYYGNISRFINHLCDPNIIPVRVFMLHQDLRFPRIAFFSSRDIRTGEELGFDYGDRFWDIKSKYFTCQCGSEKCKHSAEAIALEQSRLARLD
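Using a bead-based AlphaScreen, monomethylated H3K9 product from 2 h room-temperature reactions (G9a 20 nM, peptide 500 nM, SAM 20 uM) was detected with 0.5 ug/mL rabbit anti-H3K9me1 antibody.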
BAZ2B inh: inhibitors of human BAZ2B bromodomain. 360,000 compounds, 4.4% hits. Potency, µM (top dose mostly 114 µM), inactives show top-dose activity change, negative = inhibition, usual class: inhibitors. Q9UIF8. AlphaScreen BAZ2B-H3K14Ac peptide displacement; also: potency is read from the fitted curve at half-maximal effect; % is scaled to controls: 0 for no effect and ±100 for the full control effect; nearly all actives have a fitted effect of over 60% in size
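AlphaScreen luminescence quantifies BAZ2B engagement of H3K14Ac peptide; the protein and biotinylated peptide are both at 50 nM final, buffer PBS pH 7.4 with 0.01% Tween-20, all steps at room temperature.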
* hit, by the source's call; i = inactive; ? = inconclusive; . = not tested or not shown; & = joins results of further samples; [ ] = dose if it differs, or a comment. Unless noted, calls follow the shape of the dose curve; as a rule, active = well fitted curve in the direction sought with a large enough effect; inconclusive = small, poorly fitted or top-dose-only effect, or another doubt; inactive = no such curve, though single readings can be large; an effect the other way counts as inactive or inconclusive. A portion of the library; rates above refer to the full screens.

| entry | POLH inh | PI4K2A inh | JMJD2A Tudor | GLS inh | Pin1 inhibitor | HP1b binding inh | PGK inhibitor | G9a block | BAZ2B inh | Compound |
| --- | --- | --- | --- | --- | --- | --- | --- | --- | --- | --- |
| 1 | ? | -2.0 | -10.3% | -5.3% | ? | 24.4%[57 µM] | -5.4% | . | . | O=c1cc(CN2CCN(S(=O)(=O)c3cccc(Cl)c3)CC2)c2ccc(O)cc2o1 |
| 2 | 3.9% | -1.3 | -14.5% | 6.1% | 4.9% | 16.3% | -7.1% | 30.0% | -2.6% | Cc1ccc(CNC(=O)CN2C(C)CCCC2C)cc1 (centres undefined) |
| 3 | -9.7% | -10.1 | -6.1% | -13.5% | -0.1% | 25.1% | -12.7% | 12.6%[0.501 µM] | 9.5% | CC(=O)Oc1ccc(C(=O)Nc2ccc3c(c2)OCCO3)cc1 |
| 4 | -17.3% | -7.6 | -14.5% | 2.9% | 4.7% | 41.6%[activator] | -5.9% | 50.1µM* | 2.4% | CCOc1ccc(C2C3=C(CC(C)(C)CC3=O)N(CC(=O)O)C3=C2C(=O)CC(C)(C)C3)cc1OCC |
| 5 | -23.5% | -0.4 | -19.4% | 0.6% | -5.1% | 11.6% | 0.7% | -9.7%[59 µM] | -4.3% | Cc1cc(C)c(S(=O)(=O)NC2CCN(Cc3ccccc3)CC2)c(C)c1 |
| 6 | -3.0% | 0.6 | -7.2% | 0.9% | -7.2% | 26.0% | i | 2.9% | -6.5% | NC1=NC(=O)C(Cc2ccc(OC(F)(F)F)cc2)S1 (centres undefined) |
| 7 | -14.6% | 5.9 | 0.6% | 1.4% | -7.6% | 16.5% | -8.6% | -4.3% | 3.2% | O=C(CNS(=O)(=O)c1ccc(Br)s1)NCC1COc2ccccc2O1 (centres undefined) |
| 8 | -12.5% | -1.5 | -16.4% | 17.1% | 6.6% | 19.6% | 5.0% | -1.6%[59 µM] | -0.6% | CCCCCn1c(=O)[nH]c2cc(C(=O)N3CCN(c4cccc(C)c4)C(C)C3)ccc2c1=O (centres undefined) |
| 9 | -7.4% | -1.6 | 14.1µM* | -21.9% | 0.4% | -12.2% | i | 34.0%[activator] | 14.6% | CCOC(=O)C1CCCN(C(=O)CSc2ccc(Br)cc2)C1 (centres undefined) |
| 10 | -20.2% | -11.1 | ? | -5.1% | 0.7% | -5.1% | 3.0% | . | . | COc1cccc(-c2ccc(NC(=O)C3CCCN(Cc4ccco4)C3)cc2)c1 (centres undefined) |
| 11 | -21.9% | -19.9 | -23.1% | -10.0% | 7.9% | 5.0% | 9.6% | ? | -32.0% | O=[N+]([O-])c1ccc(-c2ccc(/C=N/O)o2)cc1 |
| 12 | -17.7%&-11.1% | -1.6&-1.7 | -32.6%&-32.8% | 2.4%&-8.9% | 15.3%&8.4% | -3.9%[57 µM] | -1.7%&-1.7% | -32.4%[59 µM] | ? | COc1ccc(-c2cc(C)no2)cc1S(=O)(=O)N1CCN(c2cccc(C)c2)C(C)C1 (centres undefined) |
| 13 | -5.2% | 0.4 | 7.6% | -2.9% | -14.7% | 22.8% | -4.9% | 8.1%[12.7 µM] | -13.0% | Cc1ccc(C(=O)Nc2cccc(C(=O)OCc3cc(=O)n4c5c(sc4n3)CCCC5)c2)cc1 |
| 14 | 8.1% | -4.0 | 3.2% | -17.2% | -7.0% | 35.8% | i | ? | -4.5% | O=C(CCS(=O)(=O)c1ccc(Br)s1)NC1CCCCCC1 |
| 15 | -0.2% | 1.8 | 1.5% | -0.4% | 0.0% | 36.3% | -8.1% | -0.3% | -11.0% | COc1ccc(CCNC(=O)c2ccc3c(c2)NC(=O)CS3)cc1OC |
| 16 | -17.8% | 2.3 | -24.6% | 6.2% | -0.3% | 26.1% | -1.2% | . | . | CCN1C[C@@H]2[C@@H]3C(=O)N(C)C(=O)[C@@H]3[C@](Cc3ccccc3)(C1=O)N2C(=O)c1ccc(C(C)(C)C)cc1 |
| 17 | -21.1% | -1.7 | -12.4% | 2.2% | 15.2% | 37.0% | -5.0% | 1.6%[59 µM] | -28.1% | CCOc1ccc(Nc2c(S(=O)(=O)c3ccccc3)cnc3ccc(CC)cc23)cc1 |
| 18 | 4.5% | -7.7 | -3.5% | 1.3% | -4.4% | 16.3% | 1.9% | 23.6% | -1.6% | CCOCCCN(C(=O)c1ccco1)C(C(=O)NC1CCCC1)c1ccc(OC)cc1 (centres undefined) |
| 19 | 12.9% | 15.3 | 0.7% | 3.7% | 4.8% | 13.3% | 3.8% | 8.8% | -30.6% | COCC(=O)N1CCC(Oc2ccc(C(=O)NCCc3ccncc3)cc2)CC1 |
| 20 | -7.8% | 2.2 | -35.6% | 12.2% | -7.2% | -3.2% | -5.3% | -0.6% | -33.7% | S=C(NCc1ccc(Cl)cc1)NCc1ccco1 |
| 21 | -9.8% | 2.6 | 7.0% | 0.0% | 0.7% | 38.5% | -8.8% | . | 6.4% | CC(C)(C)CN1CCNC(=O)C1CC(=O)NCc1cccc(-n2cccn2)c1 (centres undefined) |
| 22 | -17.9% | 5.9 | -5.4% | 17.3% | -8.4% | 40.9%[activator] | 2.3% | 29.4% | 0.0% | CCCN1C(=O)N(C)C(N(O)C(=O)NC)C1(C)C (centres undefined) |
| 23 | -22.9% | 0.8 | 2.24µM* | -10.0% | -2.5% | 22.4µM* | 3.7% | 50.1µM* | 39.8µM* | Brc1ccc(CN2CCN(Cc3c[nH]c4ccccc34)CC2)cc1 |
| 24 | -8.5% | 14.7 | -5.7% | -4.9% | -1.4% | 40.2%[activator] | -4.2% | 4.6%[2.33 µM] | 0.1% | C/C=C(\CS(=O)(=O)c1ccccc1)S(=O)(=O)c1ccccc1 |
| 25 | -7.2% | -1.3 | -4.9% | 5.2% | -2.2% | 12.6% | 5.6% | 31.3% | 13.0% | Cc1ccc(-c2noc(CCCC(=O)NC3CCCC3)n2)cc1 |
| 26 | ? | 3.2 | -18.5%[11.4 µM] | -12.8% | ? | -19.9% | -12.2% | ? | -8.8%[57.1 µM] | Cc1cc(Cl)ccc1OC(C)C(=O)Nc1ccc(S(=O)(=O)Nc2cnc3ccccc3n2)cc1 (centres undefined) |
| 27 | -7.4% | -3.8 | ? | 25.3% | -2.8% | 11.6% | i | 5.6%[12.7 µM] | -28.3% | COc1ccc(N2CCN(/C(=N\S(=O)(=O)c3ccc(C)cc3)Nc3nc(C)cc(C)n3)CC2)cc1 |
| 28 | -9.5% | -1.9 | ? | 2.3% | 4.9% | -6.0% | i | -30.2%[59 µM] | ? | O=C(CN1CCSc2ccccc21)N1CCN(c2ccccc2)CC1 |
| 29 | ? | -3.0 | ? | 2.5% | -5.0% | 15.2% | -0.2% | 31.6µM* | -12.6% | COc1ccc(N2CC(C(=O)Nc3nnc(SCC(=O)NC4CCCC4)s3)CC2=O)cc1 (centres undefined) |
| 30 | -28.4% | -5.0 | -1.6% | -3.9% | -2.9% | 33.8% | -1.4% | -8.5% | -5.6% | CC(=O)NC1(C(F)(F)F)NC(=O)N(CC(C)C)C1=O (centres undefined) |
| 31 | -18.6% | -0.4 | -7.6% | 8.6% | -0.2% | 20.5% | 1.4% | . | . | Nc1ccccc1-c1nnc(SCC(=O)Nc2ccccc2OC(F)F)[nH]c1=O |
| 32 | -10.9% | 1.3 | -29.4% | -7.6% | 0.7% | 16.3%[57 µM] | i | -17.2%[59 µM] | -18.0% | CC(C)CCNC(=O)CN1C(=O)CCn2nc(-c3cn(C)c4ccccc34)cc21 |
| 33 | 8.2% | -4.5 | -7.9% | -1.0% | 4.0% | 3.2% | -0.9% | 6.7% | -2.3% | Cc1ccc(S(=O)(=O)NCCC(=O)NCc2ccccn2)cc1 |
| 34 | -10.5% | 3.3 | -8.2% | -13.4% | 6.0% | 29.7% | -0.6% | 3.3%[12.7 µM] | 4.0% | Cc1cc(SCC(=O)NCC(c2cccs2)N2CCOCC2)c(C)cc1Br (centres undefined) |
| 35 | -14.7% | -1.4 | -13.5% | 1.8% | -3.9% | 22.9% | i | . | . | CCC(=O)c1ccc(OCC(=O)OCC(=O)Nc2cccc(S(=O)(=O)N3CCOCC3)c2)cc1 |
| 36 | -15.9% | 0.2 | -11.4% | 0.0% | -3.5% | 4.9% | -0.4% | . | 0.5% | CCOC(=O)CSc1nnc(Cn2nnc3ccccc32)n1-c1ccc(F)cc1 |
| 37 | -7.9% | 6.5 | -7.0% | -0.5% | -9.4% | 52.5%[activator] | -5.6% | ? | -1.8% | CCOc1ncccc1C(=O)OCC(=O)Nc1ccc(C)c(S(=O)(=O)N2CCOCC2)c1 |
| 38 | -8.5% | 1.2 | 6.9% | -10.3% | 1.8% | 13.2% | -4.2% | ? | -15.3% | COc1cc(NC(=S)N2CCCC(CO)C2)cc(OC)c1 (centres undefined) |
| 39 | -7.5% | 1.7 | 18.8% | 12.1% | 0.1% | 48.3%[activator] | 6.0% | 24.1% | 13.6% | CC(C(=O)Nc1ccccc1)N(C)CCOc1ccccc1 (centres undefined) |
| 40 | -15.1% | -2.7 | -18.9% | 0.1% | -8.8% | -13.5% | -6.3% | -3.3% | -17.3% | Cc1ccc(/C=C(\C#N)C(=O)Nc2ccccn2)o1 |
| 41 | -1.0% | 0.3 | -2.5% | 1.1% | 1.1% | 21.5% | -4.6% | 36.1%[activator] | 3.9% | N=c1ccn(Cc2cccc(F)c2)cc1 |
| 42 | -10.8% | -12.8 | ? | -0.1% | 3.9% | -1.2% | -3.2% | 50.1µM* | ? | S=C(NCC1CCCO1)N1CCN(c2nc(-c3ccccc3)cs2)CC1 (centres undefined) |
| 43 | -5.8% | -4.9 | -6.4% | -7.8% | 0.1% | 26.6% | 0.8% | 14.7% | -0.3% | Cc1ccc(NC(=O)c2ccc(CSc3nnc(-c4ccncc4)n3C)cc2)c(C)c1 |
